Assay outcomes deposited in PubChem BioAssay by several laboratories.
TNAP act hi DEA: TNAP activators at high phosphate acceptor level, primary screen, biochemical, luminescence, uHTS | AID 1136, 2008 | activation factor at 20 µM | Alkaline phosphatase, tissue-nonspecific isozyme (Homo sapiens), P05186 | 200,000 tested, under 10 active | purified TNAP, CDP-star luminescence, 1 M DEA, 30 min; active compounds read high; 0 = EDTA background, 1 = DMSO-only activity;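 active = activation factor at least 2 at 20 µM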
Target sequence (P05186 whole entry, looked up): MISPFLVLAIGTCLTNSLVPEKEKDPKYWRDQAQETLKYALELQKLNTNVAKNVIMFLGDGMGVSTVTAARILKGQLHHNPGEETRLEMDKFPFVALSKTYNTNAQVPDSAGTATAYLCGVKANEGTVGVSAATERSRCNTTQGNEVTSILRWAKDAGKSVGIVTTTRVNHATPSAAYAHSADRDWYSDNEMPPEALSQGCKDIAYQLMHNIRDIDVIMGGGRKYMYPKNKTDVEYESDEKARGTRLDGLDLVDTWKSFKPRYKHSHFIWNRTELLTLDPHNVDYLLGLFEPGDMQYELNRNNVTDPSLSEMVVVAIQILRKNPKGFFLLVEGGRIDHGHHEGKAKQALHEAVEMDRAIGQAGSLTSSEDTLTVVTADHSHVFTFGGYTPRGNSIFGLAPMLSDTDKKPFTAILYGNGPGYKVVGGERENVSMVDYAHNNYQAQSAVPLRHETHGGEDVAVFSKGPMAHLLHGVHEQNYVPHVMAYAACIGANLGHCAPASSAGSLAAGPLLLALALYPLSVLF
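Measured by: Luminescent substrate turnover signal | Test system: Human TNAP | Input: TNAP 1/800 final | Dosing: 20 µM single point | Schedule: 30 min, room temperature | Controls: EDTA wells as negative control, DMSO wells as positive control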
FLuc inhib CS: firefly luciferase enzyme inhibitors, primary screen, artefact control for luciferase-based inhibitor screens, biochemical, luminescence, ATPLite; 10 min; inhibition, % at 10 µM; 200,000 compounds, 1.5% hits; AID 1006, 2008;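 active = inhibition above about 50% when tested at 10 µM, limit read from the data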
Target sequence (P08659 whole entry, looked up): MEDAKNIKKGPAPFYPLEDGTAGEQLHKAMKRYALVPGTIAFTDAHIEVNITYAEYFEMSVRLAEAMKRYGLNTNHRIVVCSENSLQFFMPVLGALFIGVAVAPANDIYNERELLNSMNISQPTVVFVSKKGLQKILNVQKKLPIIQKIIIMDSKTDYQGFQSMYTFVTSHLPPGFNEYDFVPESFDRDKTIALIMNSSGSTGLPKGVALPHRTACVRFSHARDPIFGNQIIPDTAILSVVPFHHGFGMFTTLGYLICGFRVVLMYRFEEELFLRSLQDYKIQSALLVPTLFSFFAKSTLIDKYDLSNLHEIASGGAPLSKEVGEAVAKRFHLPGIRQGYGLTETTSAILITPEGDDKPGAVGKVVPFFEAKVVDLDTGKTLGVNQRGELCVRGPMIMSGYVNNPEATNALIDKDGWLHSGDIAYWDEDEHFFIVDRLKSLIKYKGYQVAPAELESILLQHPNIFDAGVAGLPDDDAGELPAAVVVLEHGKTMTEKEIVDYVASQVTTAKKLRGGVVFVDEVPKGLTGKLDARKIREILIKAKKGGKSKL
bIAP activator: bovine intestinal alkaline phosphatase activators, primary screen, biochemical, bovine IAP, CDP-star luminescence; AID 1016, 2008; purified bovine IAP, 30 min; active compounds read high; fold of DMSO-control signal, blank-subtracted; alkaline phosphatase, intestinal [Bos taurus]; activation factor at 20 µM; 200,000 compounds, 0.17% hits;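 active = activation factor of 2 or more at 20 µM, a signal rise over negative controls twice the positive control's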
bIAP inhibitor: bovine intestinal alkaline phosphatase inhibitors, primary screen, selectivity assay for TNAP inhibitor project, biochemical, bovine IAP, CDP-star luminescence; purified bovine IAP, 30 min; inhibition, % at 20 µM; 190,000 tested, under 10 active; AID 1019, 2008;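 active = over 50% inhibition of intestinal alkaline phosphatase at 20 µM in the single-dose screen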
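test system = bovine IAP enzyme | medium = DEA buffer 100 mM, pH 9.8, with MgCl2 1.0 mM, ZnCl2 0.02 mM | detection = luminescence | dosing = single compound dose of 20 µM, 2% DMSO final | incubation = 30 min reaction at room temperature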
APP 5UTR inh: inhibitors of APP translation via 5'UTR reporter, primary screen, APP 5'UTR luciferase, SH-SY5Y cells | 190,000 compounds, 0.82% hits | SH-SY5Y APP 5'UTR-luciferase reporter, luminescence | inhibition, % at 2 µM;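 active = inhibition above a set limit, derived from the sample mean plus 3 SD, cut at about 45% in these data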; note: values of inactives mirror those of a sister screen read the other way
TNAP inh noacc: human TNAP enzyme inhibitors, primary screen, biochemical, luminescent, no phosphate acceptor, uHTS. purified TNAP, CDP-star luminescence, 30 min. inhibition, % at 20 µM. 200,000 compounds, 0.26% hits. AID 1012, 2008;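 active = tissue-nonspecific alkaline phosphatase inhibition above about 50% at 20 µM in the single-dose screen, limit read from the data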;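 note: 0% = DMSO negative control and 100% = EDTA positive control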
RAM inhibit: inhibitors of the yeast RAM network, primary screen, dse1pr::URA3 reporter, 5-FOA selection | S. cerevisiae dse1pr::URA3 reporter, 5-FOA growth OD615, 2 d; analog-sensitive cbk1-as2 kinase mutant strain | inhibition, % at 50 µM | 190,000 compounds, 1.8% hits;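 active = inhibition above a set limit, 3 SD over mean compound inhibition, cut at about 8.4% in these data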;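 note: 0% = DMSO-only wells with no growth and 100% = 10 µM 1-NA-PP1 full growth; inhibition rescues growth on 5-FOA so higher OD means more RAM inhibition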
FLuc act counter: FLuc activators, initial screening, artefact control for FLuc-dependent activation tests, biochemical, ATPlite luminescence; Luciferin 4-monooxygenase (Photinus pyralis), P08659; ATPlite luciferase biochemical, 10 min; 0 = ATP-free wells, 1 = DMSO control; activation factor at 10 µM; 200,000 tested, under 10 active; AID 1027, 2008;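 active = luciferase activation factor, scaled between plate controls, of at least 2 with compound at 10 µM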
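Assay system: Luciferase/luciferin detection reagent, cell-free biochemical luciferase assay / Read-out: luciferase activation / Benchmarks: No-ATP low control, compound-free enzyme-plus-ATP high control / Medium: PBS buffer for ATP / Detection: luminescence measurement of luciferase light output / Schedule: 10 min at ambient temperature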
TNAP inh hiacc: human TNAP enzyme inhibitors, primary screen, biochemical, luminescent, high phosphate acceptor level, uHTS | inhibition, % at 20 µM | purified TNAP, CDP-star luminescence, 1 M DEA | Alkaline phosphatase, tissue-nonspecific isozyme (Homo sapiens), P05186 | 200,000 compounds, 0.03% hits;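 active = over 50% inhibition of tissue-nonspecific alkaline phosphatase at 20 µM in the single-dose screen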;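 note: plate controls were DMSO wells for no effect and EDTA-quenched wells as full inhibition for full effect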
Lmaj promast: Leishmania major promastigote growth inhibition, primary screen. Leishmania major promastigotes, resazurin fluorescence viability. inhibition, % at 10 µM. 200,000 compounds, 9% hits; in the data active = inhibition above about 50%;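 note: promastigotes grown with compound for 44 hours at 28 °C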
An asterisk follows results filed as active; / = no result given. Random draw from the library. About 13% of those tested had a hit in this group.

SMILES	TNAP act hi DEA	FLuc inhib CS	bIAP activator	bIAP inhibitor	APP 5UTR inh	TNAP inh noacc	RAM inhibit	FLuc act counter	TNAP inh hiacc	Lmaj promast
N#CC1=C(N)OC2=C(C(=O)CC(c3ccccc3)C2)C1c1ccc2c(c1)OCO2 (stereo not given)	1	0	0.9	9	7	-7	0.4	1	0	3
O=C(O)CCNc1ccc2c(c1)OCCO2	1	-5	1.1	-6	-12	-11	1.1	1.1	-4	-4
C(=N\n1cnnc1)/c1cccc(OCCOc2ccccc2)c1	1.1	-19	0.8	20	-81	-12	0.4	1.2	-6	4
O=C(NCCS(=O)c1ccc(Cl)cc1)c1cccc(Cl)c1 (stereo not given)	1	-5	1	-5	-6	-14	-1.3	1	-4	2
COc1ccc(C2N=C(c3ccccc3)C(C)(C)N2O)cc1OC (stereo not given)	1.1	-9	0.8	17	10	-4	4.0	1.1	-5	-1
CCOC(=O)c1cc(-c2ccccc2)sc1NC(=O)COC(=O)c1ccc(Cl)c(S(N)(=O)=O)c1	1	-1	1.2	-17	24	-1	6.1	1	2	91*
C=CCN(CC=C)Cc1c(C)[nH]c2ccc(C(=O)OCC)cc2c1=O	1	0	1	1	6	0	2.3	1	1	4
CC(=O)N1CCc2cc(Br)cc(S(=O)(=O)NCC3CCCO3)c21 (stereo not given)	1.1	-4	1	2	2	-14	0.1	1	-6	-2
Cc1cc(NC(=O)c2ccc3c(c2)OCO3)no1	1	62*	0.9	12	-92	-7	1.3	0.4	-1	-3
Cn1cc(C(=O)Nc2ccc(F)c(Cl)c2)cn1	1.1	-4	1	5	-17	-8	1.8	1	-8	4
Cc1ccc(C(=O)Nc2ccccc2)cc1S(=O)(=O)Nc1ccc(Cl)cn1	1	-1	1.2	-15	8	-5	6.3	1	-1	-13
CCOC(=O)CSc1nc(C)cc2c1C(=O)OC2	1	2	1	-2	5	-11	1.0	1	-2	4
O=C1OC(N2CCN(C(=O)C3CCCO3)CC2)c2ccccc21 (stereo not given)	1	1	0.9	5	4	-9	0.4	1	-1	-3
Cc1cccc(C2=NN(c3ccc(Br)cc3)[C@@H](C(=O)N3CCOC3=O)[C@@H]2c2ccc(F)cc2)c1	1	-2	1	0	-5	-12	5.0	1	-5	8
Cc1cc(NC(=O)CSc2nc(C(C)(C)C)nc3ccccc23)no1	1	-7	0.9	8	49*	-4	5.9	1.1	0	-4
COC(=O)C1CC(=O)N(Cc2ccccc2)C1 (stereo not given)	1	-4	1.1	-8	14	-10	1.4	1	-2	-11
CC(=O)Nc1ccccc1-c1nc2ccc(C(=O)N3CCN(c4cccc(C)c4)C(C)C3)cc2[nH]c1=O (stereo not given)	1	-2	1	-2	8	1	2.4	1	0	-1
O=C(O)C1OC(Oc2cc3oc(-c4ccccc4)cc(=O)c3c(O)c2O)C(O)C(O)C1O (stereo not given)	1	-5	1	3	6	14	0.3	1	3	5
COC(=O)c1c(NC(=O)C2CC2)sc(C(=O)Nc2ccccc2)c1C	1	6	0.9	5	-33	-10	0.8	0.9	-4	14
CCOc1ccc(CC(=O)Nc2nccs2)cc1OCC	1	-3	1	-1	18	-8	0.7	1	-3	-2
NC(=O)CC(NSc1ccccc1[N+](=O)[O-])C(=O)O (stereo not given)	1	-6	0.9	9	18	-5	5.3	1.1	-4	-14
COc1cc2c(cc1NC(C)=O)CCCC2	1.1	-7	0.9	13	-14	-6	-0.7	1.1	-7	-1
Cc1ccc(-n2c(CNc3ccc(C)c(Cl)c3)n[nH]c2=S)cc1	1	-5	1	2	-10	-60	4.6	1.1	0	12
CCOC(=O)N1CCC(N(CCOC)C(=O)Nc2ccc(CC)cc2)CC1	1	-5	1	5	-13	-9	0.7	1.1	-3	-3
COc1ccc(-c2nc(N)n[nH]2)cc1	1	6	1	0	-6	63*	-0.1	0.9	-3	-3
CCOC(=O)CSC1=C(C#N)C(=O)NC(c2ccc(OC)cc2)S1 (stereo not given)	1	-5	0.9	6	4	-8	1.3	1	-3	2
CN1CCCCCC1C(=O)N1CCC(N2CCC(C(=O)N3CCOCC3)CC2)CC1 (stereo not given)	1.1	-2	1.3	-30	-11	-7	1.7	1	-8	-1
O=C(Oc1ccccc1N1C(=O)CCC1=O)c1ccco1	1	-6	0.7	32	0	-13	1.6	1.1	-2	-1
CC1(C)C(=O)C2(CCCCC2)C(=O)OC1c1ccc(O)cc1 (stereo not given)	1.1	0	0.8	16	-3	-11	4.3	1	-6	9
COc1ccc(C)cc1NC(=O)C(CCS(C)(=O)=O)NC(C)=O (stereo not given)	1	-4	1	0	-14	-10	0.5	1	-4	-2
Cc1ccc(-n2c3c(c(=O)[nH]c2=O)C(C(F)(F)F)(C(F)(F)F)NC(=O)N3)cc1	1	-5	1	4	7	-6	0.3	1	0	-2
Cc1ccccc1-c1nc2sc3c(c2c(=O)n1N)CCCC3	1	6	0.9	7	-150	-1	-0.4	0.9	-2	-1
NC(=O)C1CCN(c2ccc(S(=O)(=O)N3CCCCC3)cn2)CC1	1	1	1	2	-1	-9	1.5	1	-1	-4
O=C(CON=C1c2ccccc2-c2ccccc21)NC12CC3CC(CC(C3)C1)C2	1	-6	1	3	11	-4	5.3	1.1	-2	12
O=C1CC(c2cc([N+](=O)[O-])ccc2Cl)c2c(ccc3ccccc23)N1 (stereo not given)	1	-4	1.1	-6	25	-10	7.8	1	-4	92*
O=C1CCN(c2ncccc2[N+](=O)[O-])CC1	1	-2	1.1	-11	10	-14	2.8	1	0	-5
CN1C(=O)c2ccccc2C(C(=O)O)C1c1cccc(F)c1 (stereo not given)	1.1	-2	0.9	11	2	-13	-1.2	1	-7	0
C/C=C(\C)c1nnc(NC(=O)C(C)C)s1	1	-6	0.9	14	-2	-10	0.4	1.1	2	0
NC(=O)COc1ncnc2scc(-c3ccc(F)cc3)c12	1	4	1.2	-22	5	-8	0.7	1	-4	4
Fc1ccccc1CSc1nnnn1-c1ccc2c(c1)OCO2	1	-6	0.5	/	-18	-12	-0.2	1.1	-2	-2
CCOC(=O)C1=NN(c2ccccc2C)C2=NC(C)=C(C(=O)OC)C(c3cccc(OC)c3)N12 (stereo not given)	1	1	0.9	8	-12	1	23*	1	0	5
Cc1cccc(C2=NNC(=O)C(c3ccc(Cl)cc3)C2)c1 (stereo not given)	1	-4	0.9	10	-4	0	-0.7	1	0	22
Cc1ccc(CN2CCN(C3CCOCC3)CC2CCO)cc1 (stereo not given)	1.1	-9	0.9	13	-19	-8	-0.5	1.1	-5	62*
CCN(CC)CCOc1nnc(-c2ccc(C)cc2)c2ccccc12	1	-7	1.1	-5	6	7	0.4	1.1	-3	1
COc1cc(NC(=O)c2ccco2)c(C(=O)OCC(=O)c2c[nH]c3ccccc23)cc1OC	1	-2	1.1	-7	0	-2	1.3	1	0	55*
O=C(c1ccco1)N1CCN(C(=O)c2ccc(Cn3cc(Br)cn3)o2)CC1	1.1	-3	1	-2	0	-14	1.7	1	-5	-4
Cc1ccc(OCC(=O)c2cc(C)c(C)cc2C)c([N+](=O)[O-])n1	1	-4	1	-3	6	-12	2.8	1	-2	-7
CN(C)c1nc(OCCOC(=O)COc2ccc(Cl)cc2Cl)nc(N(C)C)n1	1	-2	0.9	8	6	-2	0.9	1	2	4
COc1cc(/C=C(\CC(=O)O)c2nc3ccccc3s2)cc(OC)c1O	0.9	0	1	-3	13	-6	-0.2	1	15	-7
CC(C)N(C)C(=O)CCc1nnc(CCc2c[nH]c3ccccc23)o1	1.1	-6	1	5	2	-7	0.8	1.1	-5	-3
COc1cccc(N(C(=O)C2COc3ccccc3O2)C(C(=O)NC2CCCCC2)c2ccc(O)cc2)c1 (stereo not given)	1	-10	0.7	28	1	1	7.4	1.1	-3	98*
COc1ccc(C(C)NC(=O)c2ccccc2)cc1 (stereo not given)	1	-5	0.7	31	-1	-8	-0.8	1	-2	0
CCn1c(=N)c(C(=O)NC)cc2c(=O)n3cccc(C)c3nc21	1	-9	0.9	6	-6	-10	/	1.1	-2	/
CC(C)(C)NC(=O)CSC(=Nc1ccc(F)cc1)NC#N	1.1	-5	1	-1	-21	-12	1.3	1.1	-5	19
CCCN1CCC(NC(=S)Nc2ccc(C(=O)OCC)cc2)CC1	1	-4	1	3	-3	1	-1.0	1	1	21
COc1cc(COc2ccc3c(C)c(Cc4ccccc4)c(=O)oc3c2C)cc(OC)c1OC	1	0	0.9	11	-9	-5	3.6	1	-2	9
Cc1ccc(-n2nnnc2CSc2nnc(-c3ccc(O)cc3)o2)cc1	1	-2	1	1	/	-4	-0.9	1	-3	12
O=C(NNC(=O)c1cccs1)c1ccc(Cl)cc1	1	9	0.9	11	-14	-12	0.2	0.9	-2	32
COC(=O)c1cc(Br)c(=O)n(CCN2CCOCC2)c1	1	-8	1	3	5	-8	0.9	1.1	-2	-7
COc1ccc(NC(=O)Cc2c(O)c3ccccc3[nH]c2=O)cc1	1	4	1	4	-2	-4	2.3	1	0	-8
CCc1cccc(C)c1NC(=O)C1CCN(C(=O)c2ccc([N+](=O)[O-])cc2)CC1	1	-5	1.1	-9	2	-4	3.6	1	-2	2
CCOc1ccc(-n2c(=S)sc3c(=O)[nH]c(SCC(=O)C(C)(C)C)nc32)cc1	1	1	0.9	10	7	-5	5.5	1	2	1

Part of the list above in order of count of non-hydrogen atoms, falling:
SMILES	TNAP act hi DEA	FLuc inhib CS	bIAP activator	bIAP inhibitor	APP 5UTR inh	TNAP inh noacc	RAM inhibit	FLuc act counter	TNAP inh hiacc	Lmaj promast
COc1cc(COc2ccc3c(C)c(Cc4ccccc4)c(=O)oc3c2C)cc(OC)c1OC	1	0	0.9	11	-9	-5	3.6	1	-2	9
O=C(c1ccco1)N1CCN(C(=O)c2ccc(Cn3cc(Br)cn3)o2)CC1	1.1	-3	1	-2	0	-14	1.7	1	-5	-4
CCCN1CCC(NC(=S)Nc2ccc(C(=O)OCC)cc2)CC1	1	-4	1	3	-3	1	-1.0	1	1	21
CCn1c(=N)c(C(=O)NC)cc2c(=O)n3cccc(C)c3nc21	1	-9	0.9	6	-6	-10	/	1.1	-2	/
O=C(NNC(=O)c1cccs1)c1ccc(Cl)cc1	1	9	0.9	11	-14	-12	0.2	0.9	-2	32
